ER stress death: ER stress cell death inhibition. CSM14.1 thapsigargin ER stress survival, ATP luminescence. relative survival (cellular ATP), % at 15 µg/mL (by protocol). hit rate 0.33% among 48,000. AID 1010;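 active = survival measured by cellular ATP above 50% at 15 µg/ml in the first screen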;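 also: cell death triggered by about 15 µM thapsigargin; ATP read 24 h after thapsigargin was added; plate controls were thapsigargin with DMSO for no effect and DMSO without thapsigargin for full effect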
The depositor's hits bear a star. Not all compounds are listed. The share of hits here may be higher or lower than overall.

SMILES | ER stress death
O=C1c2ccccc2C(=O)c2c1c(Cl)c(Cl)c(Cl)c2N1CCOCC1 | 14
Oc1c(Cl)cc(Cl)cc1/C=N/Nc1nc(-c2ccc(Br)cc2)cs1 | 5
COc1ccc(OC)c(NC2=NC3(CCCCC3)N=C(N)N2)c1 | -5
CC(=O)OC12CC3C(C1C(C)=NN2C(=O)C(=O)N1N=C(C)C2C4C(CC21OC(C)=O)C4(C)C)C3(C)C (stereo not drawn) | 4
COc1ccc(/C=C/C(=O)n2nc(C)cc2C)cc1OC | -6
O=C1C2CCCC1C(c1ccccc1)NC2c1ccccc1 (stereo not drawn) | 3
CCOC(=O)c1c(C)oc2cc(Br)c(OCC(N)=O)cc12 | 2
COc1ccc(/C=N/N2CCN(C(c3ccccc3)c3ccccc3)CC2)c(OC)c1 | 7
O=C(CSc1nc2ccc([N+](=O)[O-])cc2s1)NCC1CCCO1 (stereo not drawn) | -1
COCCNC(=O)C(=O)Nc1ccccc1C | 0
O=C1CCCC2=C1C(c1ccc(Cl)cc1)Nc1ccc(C(=O)c3ccccc3)cc1N2 (stereo not drawn) | 72*
O=C(Nc1nc2ccccc2n1CCOc1ccccc1)c1ccccc1F | -1
COC(=O)c1c(NC(=O)c2sc3cc(C)ccc3c2Cl)sc(C)c1C | 15
COc1cc(OC)c(C2NC(=S)NC(C)=C2C(=O)Nc2ccc(Br)cc2)cc1OC (stereo not drawn) | 0
O=c1c(/C=N/N2CCOCC2)c(C(F)(F)F)[nH]n1-c1nc2ccccc2s1 | -5
Cc1c(NC(=O)CSCC(=O)Nc2ccc3ccccc3c2)c(=O)n(-c2ccccc2)n1C | 15
COc1ccc(CSc2nnc(SCc3ccc(OC)c(F)c3)s2)cc1F | 2
O=C(Nc1ccccc1)Nc1nnc(Cc2cccc(Br)c2)s1 | 13
Cc1cc(O)c2c(C)c(Cc3ccccc3)c(=O)oc2c1 | 0
Cc1cc(Cl)ccc1NC(=O)CCC(=O)N/N=C/c1cccnc1 | 4
CSc1nc2ccc(NC(=O)CSc3nc4ccccc4s3)cc2s1 | 1
Cc1c(C(=O)N2CCN(c3cccc(Cl)c3)CC2)cccc1[N+](=O)[O-] | 9
COc1ccc(-n2sc3c(c2=S)-c2cc(OC)ccc2NC3(C)C)cc1 | 9
O=C(Cc1cccc2ccccc12)NCCOc1ccccc1Cl | 15
CCc1ccc(-c2nc(-c3cc(OC)c(OC)c(OC)c3)no2)cc1 | 10

Copied from the results shown (four entries):
SMILES | ER stress death
Cc1cc(Cl)ccc1NC(=O)CCC(=O)N/N=C/c1cccnc1 | 4
CSc1nc2ccc(NC(=O)CSc3nc4ccccc4s3)cc2s1 | 1
Cc1c(C(=O)N2CCN(c3cccc(Cl)c3)CC2)cccc1[N+](=O)[O-] | 9
COc1ccc(-n2sc3c(c2=S)-c2cc(OC)ccc2NC3(C)C)cc1 | 9

Part of the list above, tab-delimited.
Molecule	ER stress death
Cc1c(C(=O)N2CCN(c3cccc(Cl)c3)CC2)cccc1[N+](=O)[O-]	9
O=C(CSc1nc2ccc([N+](=O)[O-])cc2s1)NCC1CCCO1 (stereo not drawn)	-1
Cc1c(NC(=O)CSCC(=O)Nc2ccc3ccccc3c2)c(=O)n(-c2ccccc2)n1C	15

The list goes on.
SMILES | ER stress death
Cc1ccc(SCCc2ccncc2)cc1 | 8
Cc1ccc(-n2nc3cc(C)c(NC(=O)c4ccc5c(c4)OCCO5)cc3n2)cc1 | 4
CCOc1ccc(C(=O)Nc2ccc(OC(F)(F)F)cc2)cc1 | -2
O=C(N/N=C(/C=N/O)c1ccccc1)c1cccc(Br)c1 | 5
CCOc1cc(Br)cc(/C=C2/SC(=S)N(c3ccccc3)C2=O)c1O | -4
COC(=O)CN(c1cc(Cl)ccc1OC)S(=O)(=O)c1ccccc1 | 8
CCOc1ccccc1NC(=O)C(=O)NCc1ccc(F)cc1 | 9
O=[N+]([O-])c1cccc(/C=N\N2CCN(c3ccc(Cl)cc3)CC2)c1 | 9
C/C(CC(=O)Nc1ccccc1C(N)=O)=N\NC(=O)c1ccoc1C | 19
Clc1ccccc1-c1nnc(-c2ccc(-c3ccccc3)cc2)o1 | -2
Cc1ccc(C)c(NCn2nnc3ccccc32)c1 | 1
Cc1ccc(Cl)cc1N(Cc1ccc(C(=O)N(C(C)C)C(C)C)cc1)S(=O)(=O)c1ccccc1 | 11
CCOc1cccc2c1NC(C)(C)C1=C2C2(SC(C(=O)OC)=C(C(=O)OC)S2)C(C(=O)OC)=C(C(=O)OC)S1 | 13
COc1ccc(/C=C2/SC(N)=NC2=O)c(OC)c1 | -1
O=C(CCN1CCOCC1)Nc1c(-c2ccccc2)c2cc(Br)ccc2[nH]c1=O | 0
c1ccc2cc3[nH]c(CN4CCCCC4)nc3cc2c1 | -6
C=C(C)COc1ccc2c(-c3ccccc3)cc(=O)oc2c1OCC(=C)C | 13
Nc1nc(OCC(F)(F)C(F)F)cc(-c2ccccc2)n1 | 0
CCOc1cc(C2C3=C(CC(C)(C)CC3=O)NC3=C2C(=O)CC(C)(C)C3)cc(Br)c1OC | 12
O=C(O)c1ccc2c(c1)C(=O)N(c1cccc(C(=O)Nc3cccc(Cl)c3)c1)C2=O | 8
COc1ccc2nnc(-c3ccccc3)n2n1 | -7
Cc1ccc(NC(=O)c2ccc([N+](=O)[O-])cc2NC(=O)c2ccccc2)c(C)c1 | 12
CC1=[N+](CCO)c2ccccc2C1(C)C | 2
N#Cc1c(/N=C/N2CCCCC2)sc2c1CCCC2 | -2
CS(=O)(=O)N(Cc1ccccc1)c1ccccc1C(=O)N[C@H]1C[C@@H]2CC[C@H]1C2 | -6

Brought forward from above: two entries, followed by the next part.
SMILES | ER stress death
N#Cc1c(/N=C/N2CCCCC2)sc2c1CCCC2 | -2
CS(=O)(=O)N(Cc1ccccc1)c1ccccc1C(=O)N[C@H]1C[C@@H]2CC[C@H]1C2 | -6
COc1ccc(-n2nc3cc(C)c(NC(=O)COc4ccc(Cl)cc4C)cc3n2)cc1 | 8
CC(C)(C)C1CCc2c(sc(NC(=O)c3cccs3)c2C(N)=O)C1 (stereo not drawn) | 3
O=C(O)C1CCCCC1C(=O)Nc1ccc(-c2ccccc2)cc1 (stereo not drawn) | -4
O=C1CC(c2ccc3c(c2)OCO3)CC2=C1C(c1ccc(-c3ccccc3)cc1)Nc1ccccc1N2 (stereo not drawn) | 0
CCOc1ccccc1NC(=O)CSc1nnc(C)s1 | 2
O=C(c1ccccc1F)N1CCN(c2ccc([N+](=O)[O-])c3cccnc23)CC1 | -1
O=C(COc1ccccc1[N+](=O)[O-])Nc1ccc2oc(-c3ccccc3F)nc2c1 | 4
O=[N+]([O-])c1cc(Cl)c(-c2ccco2)c(Cl)c1 | -4
c1ccc2cc(CN3CCN(Cc4ccncc4)CC3)ccc2c1 | -4
COc1ccc(Cl)cc1C(=O)N1CCN(c2ccc([N+](=O)[O-])cc2)CC1 | 6
O=[N+]([O-])c1ccc(NS(=O)(=O)c2cccc3cccnc23)cc1 | 6
O=C(N/C(=C/c1ccc([N+](=O)[O-])cc1)c1nc2ccccc2[nH]1)c1ccccc1 | 6
COc1ccc(-c2nn(-c3ccccc3)cc2/C=C/C(=O)O)cc1 | 5
CCN(CC)CCN1C(=O)C(O)=C(C(=O)/C=C/c2ccccc2)C1c1ccccc1 (stereo not drawn) | -3
O=C(Cc1ccc(Br)cc1)NC(c1ccccc1)c1ccccc1 | 10
Cc1cc2nc(-c3ccc(C)c(NC(=O)/C=C/c4ccco4)c3)oc2cc1C | -4
CN(C)c1ccc(C2C=C(Nc3ccccc3)C(=O)N2c2ccccc2)cc1 (stereo not drawn) | -2
O=[N+]([O-])c1ccccc1S(=O)(=O)Nc1ccc(S(=O)(=O)N2CCCCC2)cc1 | -3
CCOC(=O)c1cc2cc(Cl)ccc2oc1=O | 8
Cc1cc([N+](=O)[O-])ccc1-c1ccc(/C=C2\SC(=O)N(c3cccc(Cl)c3)C2=O)o1 | 6
COc1ccc(-c2csc(-c3nc(-c4ccc(OC)c(OC)c4)cs3)n2)cc1OC | 8
O=C1S/C(=C/c2ccccc2)C(=O)N1CN1CCCCC1 | -9
COc1cccc(NC(=O)c2sc3ccccc3c2Cl)c1 | 11
COC(=O)CN1C(=O)/C(=C\c2ccc(C)cc2)SC1=S | -5
Cc1ccc(NC(=O)/C=C/c2ccc([N+](=O)[O-])cc2)cc1C | 2

Additional results follow:
SMILES | ER stress death
COC(=O)c1cc(NC(=O)c2ccc3ccccc3c2)cc(C(=O)OC)c1 | 2
O=c1[nH]c2ccc(N=Cc3cn(Cc4ccc(Cl)cc4Cl)c4ccccc34)cc2[nH]1 | 11
CCOC(=O)COc1ccccc1/C=C1/C(=O)NN(c2ccccc2)C1=O | 5
COc1ccc(/C=C2/SC(=Nc3ccccc3Cl)NC2=O)c2ccccc12 | 6
CCOC(=O)c1cc(=O)n2[nH]c(-c3ccc(-c4ccccc4)cc3)cc2n1 | -7
Cc1cc(C(=O)N(Cc2ccccc2)Cc2ccccc2)ccc1[N+](=O)[O-] | -3
O=C1C=CC(=NS(=O)(=O)c2ccc3ccccc3c2)C=C1 | 22
CC(C)c1cc(N=NC(=N)N)cc(C(C)C)c1O | -12
CC(=O)Nc1ccc2c(c1)S(=O)(=O)c1cc(NC(C)=O)ccc1-2 | 2
CCOc1ccccc1-n1c(O)c(C=C2C=CC=N2)c(=O)[nH]c1=O | -2
Cc1ccc(C(=O)Nc2cc(-c3nc4ncccc4o3)ccc2C)cc1 | 6
O=C(CCN1CCCCC1)Nc1c(-c2ccccc2)c2cc(Br)ccc2[nH]c1=O | -3
COc1ccc(C(=O)ON=C2c3ccccc3-c3ccccc32)cc1OC | 6
CCCOC(=O)C1=C(C)NC2=C(C(=O)CCC2)C1c1ccc(Cl)cc1Cl (stereo not drawn) | -5
Cc1ccc(C(=O)Nc2ccccc2C(=O)NC(Cc2c[nH]c3ccccc23)C(=O)O)cc1 (stereo not drawn) | -2
CC1=CCCC(C)(C)C1C(=O)CC(C)Nc1ccccc1 (stereo not drawn) | -3
COc1ccc(/C=C2\CCOC2=O)cc1 | 3
COC(=O)c1cccc(NC(=O)/C=C/c2ccc(OC)cc2)c1 | -6
O=C(c1cc(Cl)ccc1[N+](=O)[O-])N1CCN(c2cccc(Cl)c2)CC1 | 4
O=C1N/C(=C/c2ccccc2)C(O)=C1C=NCc1ccccc1 | 9
CS(C)=C1C(=O)NC(=O)N(c2ccccc2)C1=O | 3
O=C(Nc1ccc(F)cc1)C1C(c2ccccc2)C1(Cl)Cl (stereo not drawn) | 6
CC(C)c1ccc(OC(=O)CCN2C(=O)c3ccccc3C2=O)cc1 | 10
CN=C(Nc1ccc(F)cc1)SC1CC(=O)N(c2ccccc2F)C1=O (stereo not drawn) | 5
Cc1cccc(NC(=O)c2ccccc2N)c1C | -2

Carrying on:
SMILES | ER stress death
Cc1ccc(CN2CCN(N=Cc3sccc3C)CC2)c(C)c1 | 2
Cc1cccc(NC(=S)NC(=O)c2ccco2)c1 | 10
COC(=O)C1=C(C)N(C)C(C)=C(C(=O)OC)C1c1cc(OC)ccc1OC | -2
COc1ccc(C2CC(c3ccc(C)o3)=NN2C(C)=O)cc1 (stereo not drawn) | 0
O=C1SC(Nc2ccc(Br)cc2)C(=O)N1c1ccccc1 (stereo not drawn) | 22
Cc1cc(Cl)ccc1OC(C)C(=O)Nc1cc(Cl)ccc1Cl (stereo not drawn) | 0
CC(=O)Nc1ccc(S(=O)(=O)NC(C)=O)cc1 | -3
O=C(NNS(=O)(=O)c1ccc2ccccc2c1)c1cccc(Cl)c1 | 3
O=C1C=C(Nc2cccc(O)c2)CC(c2ccco2)C1 (stereo not drawn) | 0
NC(=O)N=Nc1c(O)[nH]c2ccccc12 | 5
O=C(Nc1ccccc1)c1ccccc1N=Cc1ccc(C=Nc2ccccc2C(=O)Nc2ccccc2)cc1 | 11
Cc1ccnc(NC(=O)COc2ccccc2[N+](=O)[O-])c1 | -8
COc1ccccc1-c1nc2ccccc2nc1-c1ccccc1OC | 8
CC(C)COc1ccc(C(=O)NCc2cccnc2)cc1 | 5
CNC(=S)C1COc2ccccc2O1 (stereo not drawn) | 5
Cc1cc(=O)[nH]c(Nc2nc(C)c3cccc(C)c3n2)n1 | 14
O=C(Nc1ncc(Cc2cc(Cl)ccc2Cl)s1)c1cccs1 | 4
Cc1ccc(NCc2cccnc2)c(Br)c1 | 0
COc1cc(/C=C2\Sc3ccccc3C2=O)ccc1OS(=O)(=O)c1ccc(C)cc1 | 2
O=C(O)/C=C\C(=O)Nc1ccc(OC(F)F)cc1 | 0
CCc1ccc(-c2csc(N)n2)cc1 | -5
CC(=O)c1cccc(NC2=C(Cl)C(=O)c3c(Cl)c(Cl)c(Cl)c(Cl)c32)c1 | -2
COc1cccc(NC2=CC(=O)CC(c3ccccc3)C2)c1 (stereo not drawn) | 7
CCOC(=O)C(=O)Nc1c(O)c2ccccc2[nH]c1=O | 8
COc1ccc(C2CC(C(F)(F)F)n3ncc(C(=O)Nc4cc(Cl)ccc4O)c3N2)cc1OC (stereo not drawn) | 7
COc1cccc(C(=O)Nc2ccc3c(c2)OCCO3)c1 | -7
CCOC(=O)c1ccc(NC(=O)c2ccc([N+](=O)[O-])s2)cc1 | 3
O=C1C2CCCCC2C(=O)N1CN1CCCCC1 (stereo not drawn) | 0

Random excerpt: 2 records from the list.
SMILES | ER stress death
COc1ccc(/C=C2/SC(=Nc3ccccc3Cl)NC2=O)c2ccccc12 | 6
Cc1ccc(C)c(NCn2nnc3ccccc32)c1 | 1
